# Myeloid diff MLP = induction of myeloid progenitor differentiation, primary screen, cell-based, flow cytometry, MLPCN library | hit rate 1% among 360,000 | calls only at 10 µM | ER-HoxA9 myeloid progenitors, lysozyme-GFP differentiation;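 active = normalized GFP-positive differentiation at or above the plate's own cutoff, the solvent-only control mean plus 3 SD; inconclusive = no clear call, values can overlap the other calls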;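 note: cells exposed to compound for four days before flow analysis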
# Myeloid diff MLP GFP+ MAC1+ % = recorded beside Myeloid diff MLP, whose call it bears; GFP+ MAC1+ double positive, %; measured here: differentiation confirmed by MAC1 staining
# Starred values were filed as active, the others as inactive; i = inactive; u = inconclusive; x = not tested or not shown. A portion of the library (hit frequency here may not be typical).
# Preview, 13 compounds:
SMILES,Myeloid diff MLP,Myeloid diff MLP GFP+ MAC1+ %
COC(=O)[C@]12CCCCC=C1N(Cc1ccc3c(c1)OCO3)C(=O)[C@H](CC(=O)NCc1cccc3ccccc13)C2,i,1.9
O=c1c2ccccc2oc2ccccc12,i,1.7
CC(C)C[C@H]1CN(CCCC[C@H]2CNC(=O)C(=O)N2Cc2ccccc2)C(=O)C(=O)N1CCc1ccc(O)cc1,i,0.5
O=C(NCc1ccc(F)cc1)c1cc(C2CCCCN2S(=O)(=O)c2cccs2)on1 (stereo unspecified),i,1.6
CC(C)C(=O)N1CCC1(C)C(=O)Nc1ccccc1OC(F)F (stereo unspecified),i,1.5
Nc1nc2ccccc2cc1C(=O)NCCCCc1ccccc1,i,4.2
CC1(C(=O)NS(=O)(=O)C2CC2)CCCN(C(=O)COc2ccc(Cl)cc2Cl)C1 (stereo unspecified),i,0.6
C=CCNc1nc(NCCOC)c2sc(-c3ccccc3)cc2n1,i,0.3
O=C(Nc1ccccc1Cl)c1cc(C2CCCN(C(=O)c3ccc4c(c3)CCO4)C2)on1 (stereo unspecified),i,0.5
COc1ccc(Cl)cc1-c1cc(C(=O)NCc2ccccc2)[nH]n1,i,1.4
COc1ccc(NC(=O)C2Cc3c(-c4cccc(NC(C)=O)c4)ccnc3O2)cc1OC (stereo unspecified),i,1.2
COC(=O)C[C@@H]1C=C[C@@H](NC(=O)NC2CCCC2)[C@@H](CO)O1,i,1.5
CN(C)CCCNC(=O)c1cccc(-c2ccc3nncn3c2)c1,i,1.3

# All compounds of this part, repeating the preview:
SMILES,Myeloid diff MLP,Myeloid diff MLP GFP+ MAC1+ %
COC(=O)[C@]12CCCCC=C1N(Cc1ccc3c(c1)OCO3)C(=O)[C@H](CC(=O)NCc1cccc3ccccc13)C2,i,1.9
O=c1c2ccccc2oc2ccccc12,i,1.7
CC(C)C[C@H]1CN(CCCC[C@H]2CNC(=O)C(=O)N2Cc2ccccc2)C(=O)C(=O)N1CCc1ccc(O)cc1,i,0.5
O=C(NCc1ccc(F)cc1)c1cc(C2CCCCN2S(=O)(=O)c2cccs2)on1 (stereo unspecified),i,1.6
CC(C)C(=O)N1CCC1(C)C(=O)Nc1ccccc1OC(F)F (stereo unspecified),i,1.5
Nc1nc2ccccc2cc1C(=O)NCCCCc1ccccc1,i,4.2
CC1(C(=O)NS(=O)(=O)C2CC2)CCCN(C(=O)COc2ccc(Cl)cc2Cl)C1 (stereo unspecified),i,0.6
C=CCNc1nc(NCCOC)c2sc(-c3ccccc3)cc2n1,i,0.3
O=C(Nc1ccccc1Cl)c1cc(C2CCCN(C(=O)c3ccc4c(c3)CCO4)C2)on1 (stereo unspecified),i,0.5
COc1ccc(Cl)cc1-c1cc(C(=O)NCc2ccccc2)[nH]n1,i,1.4
COc1ccc(NC(=O)C2Cc3c(-c4cccc(NC(C)=O)c4)ccnc3O2)cc1OC (stereo unspecified),i,1.2
COC(=O)C[C@@H]1C=C[C@@H](NC(=O)NC2CCCC2)[C@@H](CO)O1,i,1.5
CN(C)CCCNC(=O)c1cccc(-c2ccc3nncn3c2)c1,i,1.3
COc1ccc(F)cc1-c1cc(NC(C)=O)c2ncc(-c3cccc(C(F)(F)F)c3)n2c1,i,1.6
CCOC1=C2[C@@H](CN(S(=O)(=O)c3ccccc3C)[C@H]2c2ccc(Cl)cc2)[C@H]2C(=O)N(c3ccccc3)C(=O)[C@H]2C1,i,0.7
CC(C)(C)c1ccc(CC(=O)N2CCC2(C)C(=O)NS(=O)(=O)c2cccc(OC(F)F)c2)cc1 (stereo unspecified),i,0.8
COc1cc2oc(=O)cc(CN3CCOCC3)c2cc1Cl,i,1.0
CCc1ccc(S(=O)(=O)NCc2ccc(C(=O)NCCN(Cc3ccccc3)C(C)C)cc2)cc1,i,1.3
COc1ccccc1CNC(=O)C1(C)CCN1C(=O)C1(c2ccccc2)CC1 (stereo unspecified),i,0.4
CN(C)c1cccc(CNC(=O)c2csc(COCCO)n2)c1,i,1.0
Cc1ccc(S(=O)(=O)N2CCC(=O)N([C@H](CO)Cc3ccccc3)CC2)cc1,i,0.7
CC(C)(C)c1ccc(C(=O)N2CCC2(C)C(=O)Nc2cccc(C#N)c2)cc1 (stereo unspecified),i,0.9
Cc1ccc(S(=O)(=O)N2CCN(C(=O)C(O)c3ccccc3)CC2)cc1 (stereo unspecified),i,1.5
C[C@H](NC(=O)c1nc[nH]c1C(=O)N(C)CCO)c1ccccc1,i,1.1
O=c1[nH][nH]c2c1[C@H](c1ccccc1)O[C@H](C1CCCCC1)C2,i,0.7
COc1cccc(NC(=O)Nc2nnc([C@H]3C[C@H](O)[C@@H](CO)O3)s2)c1,i,0.5
COc1ccc(C(C(=O)NC2CCCC2)n2c(-c3cccs3)nc3ccccc32)cc1 (stereo unspecified),i,3.3
CC1CCN(C(=O)C2CCC(CNS(=O)(=O)c3ccc4c(c3)C(C)(C)C(=O)N4C)CC2)CC1 (stereo unspecified),i,1.1
Cc1cc2nc(-c3ccccc3)c(Cc3ccccc3)n2c(C)c1Br,i,1.0
CCC(C(=O)Nc1c(C)cccc1C)n1c(-c2ccc(-c3ccccc3)cc2)nc2ccccc21 (stereo unspecified),i,3.1
CN(C)CCNC(=O)c1cccc(-c2cnc3c(NC=O)cc(-c4cccs4)cn23)c1,i,1.1
O=C(c1[nH]c(C(F)(F)F)nc1-c1ccccc1)N1CCN(c2ccncc2)CC1,i,1.0
C=C1C(=O)[C@]23C[C@H]1CCC2[C@]1(C)CCC[C@@](C)(C(=O)O)C1C[C@@H]3O (stereo partly specified),u,x
CCOC(=O)N1CCN(C(=O)C[C@@H]2C[C@@]3(C(=O)OC)CCCCC=C3N(Cc3cccc4ccccc34)C2=O)CC1,i,1.3
CC(C)(C)C(C(=O)NCc1ccccc1)N1CCN(C(=O)C2CCCO2)CC1 (stereo unspecified),i,1.7
COCCCn1cc(CN2CC(N3CCSCC3)CS2(=O)=O)nn1 (stereo unspecified),i,0.9
CNc1nc(NCC2CCCCC2)c2sccc2n1,i,0.5
OC[C@H]1O[C@@H](c2nc(-c3ccc4[nH]ccc4c3)no2)[C@H](O)[C@@H](O)[C@H]1O,i,1.1
O=C(NCc1cccs1)c1csc(COCCO)n1,i,0.5
COc1cccc(C(O)c2nc(-c3ccccc3)cs2)c1 (stereo unspecified),i,2.0

# Pulled by structure from above:
SMILES,Myeloid diff MLP,Myeloid diff MLP GFP+ MAC1+ %
Nc1nc2ccccc2cc1C(=O)NCCCCc1ccccc1,i,4.2
CC(C)(C)C(C(=O)NCc1ccccc1)N1CCN(C(=O)C2CCCO2)CC1 (stereo unspecified),i,1.7

# (next part)
SMILES,Myeloid diff MLP,Myeloid diff MLP GFP+ MAC1+ %
CCC(=O)N1CCCC1(C)C(=O)Nc1ccc2c(c1)CCN2C(C)=O (stereo unspecified),i,0.5
COCCNc1nc(Oc2cccc3ccccc23)c2sccc2n1,i,0.6
CC(C)C[C@H]1CN(CCCC[C@H]2CNC(=O)C(=O)N2CC2CCCCC2)C(=O)C(=O)N1Cc1ccccc1,i,0.6
CC(=O)NC(c1ccccc1)c1nc(-c2cccc(CO)c2)cs1 (stereo unspecified),i,1.1
CC1(C(=O)NS(=O)(=O)Cc2cccc(Cl)c2)CCN1C(=O)Cc1ccc(-c2ccccc2)cc1 (stereo unspecified),i,0.6
CC1(C(=O)Nc2ccc(Cl)c(C(F)(F)F)c2)Cc2c(-c3cccc(C(N)=O)c3)ccnc2O1 (stereo unspecified),i,0.5
COc1ccccc1Cc1c(-c2ccc(F)cc2)nc2ccc(Br)cn12,i,0.6
CCc1nc2ccc(C(=O)NCCc3c[nH]c4ccccc34)cn2c1N(C)Cc1ccc(N(C)C)cc1,i,0.8
CNc1cncc(-c2cccc(NS(C)(=O)=O)c2)n1,i,0.9
Fc1ccc(-c2nc3c4ccccc4ccn3c2Cc2cccc(Cl)c2)cc1,i,0.3
CCCCCCCCN1C(=O)[C@H](CC(=O)NCCCC)C[C@@]2(C(=O)OCC)CCCC=C12,i,1.2
CCCCCCN1CCN(C2CN(Cc3ccc(C)cc3)S(=O)(=O)C2)CC1 (stereo unspecified),i,1.2
CCOC(=O)C1(C)CCN1C(=O)c1cccs1 (stereo unspecified),i,1.4
CC1=C(C(=O)N(C(C)C)C(C)C)CC(CC(=O)NCC2CCCCC2)C(=O)N1Cc1ccc(F)cc1 (stereo unspecified),i,0.5
O=C(NCc1ccncc1)C1Cc2c(-c3ccc(Cl)cc3)ccnc2O1 (stereo unspecified),i,0.1
CCCCC1CC2=C(C(=O)OC(C)(C)O2)C(c2cccc3ccccc23)O1 (stereo unspecified),i,0.8
C=C1C(=O)[C@]23C[C@H]1CC[C@H]2[C@]1(C)[C@@H](OC(C)=O)CC[C@@](C)(C(=O)O)[C@H]1C[C@@H]3OC(C)=O,i,2.2
Cn1c(NCCN2CCCC2)nc2cc(-c3ccccc3)sc2c1=O,u,x
CC(C)S(=O)(=O)N1CCCC(c2cc(C(=O)Nc3ccc(F)c(Cl)c3)no2)C1 (stereo unspecified),i,0.7
CC(C)C[C@@H]1Cc2[nH]c(=S)[nH]c(=O)c2[C@H](C)O1,i,1.4
Cc1cccc(NC(=O)CNC(=O)[C@H]2O[C@@H](n3ccc(=O)[nH]c3=O)[C@H](O)[C@@H]2O)c1C,i,0.3
OC[C@@H]1CN(Cc2ccc3c(c2)OCO3)C[C@H](n2cnc3c(NC4CCC4)ncnc32)O1,i,0.5
CCNC(=O)C1(C)CCCN(C(=O)c2oc3ccccc3c2C)C1 (stereo unspecified),i,1.3
COc1ccc(NC(=O)Nc2nnc([C@@H]3C[C@H](O)[C@@H](CO)O3)s2)cc1,i,1.5
OC[C@@H]1CN(Cc2cccnc2)C[C@H](n2cnc3c(N4CCCC4)ncnc32)O1,i,1.4
O=C(Nc1ccc(F)c(Cl)c1)C1Cc2c(-c3ccc4c(c3)OCO4)ccnc2O1 (stereo unspecified),i,0.6
Cc1ccc(C(=O)NCCN2CCC(n3c(=O)[nH]c4ccccc43)CC2)cc1F,i,0.2
COc1ccc(C(O)c2nc(-c3ccc(C)c(C)c3)cs2)cc1 (stereo unspecified),i,2.0
Cc1ccc(NC(=O)C2(C)CCN2C(=O)Cc2cc(F)ccc2F)cc1 (stereo unspecified),i,1.0
CCC(C)[C@H]1CNC(=O)C(=O)N1CCCCC1CCCCC1 (stereo partly specified),i,0.5
CC(C)(C)Cc1c(-c2ccco2)nc2ccc(Cl)cn12,i,0.5
CC1(C(=O)Nc2ccccc2)CCN1C(=O)C1(c2ccc(Cl)cc2)CC1 (stereo unspecified),i,0.5
CCC(CC)C(=O)N(C)c1c(C)nc2c(OCc3ccc(Cl)cc3)cccn12,i,1.1
COCCNC(=O)C1CCCN(C(=O)COc2ccc(C(C)(C)C)cc2)CC1 (stereo unspecified),i,1.0
CC(=O)Nc1cc(-c2ccc(CO)cc2)cn2c(-c3ccc(F)cc3)cnc12,i,1.2
CC1(C(=O)Nc2cnc3ccccc3c2)CCN1CCc1ccccc1 (stereo unspecified),i,0.8
COC(=O)[C@@]12C[C@@H](CC(=O)N3CCC(c4ccccc4)CC3)C(=O)N(Cc3ccco3)C1=CCC(C)(C)C2,i,4.4
Cc1ccc(Cc2c(-c3ccc(C#N)cc3)nc3c(C)cc(Br)cn23)cc1,i,0.6
CCCNC(=O)C1(C)CCCN(C(=O)c2cccnc2Oc2ccccc2)C1 (stereo unspecified),i,0.5
CCCNC(=O)Nc1nc(C(N)c2ccc(OC)cc2)cs1 (stereo unspecified),i,0.7
O=C(c1[nH]c(C(F)(F)F)nc1-c1ccccc1)N1CCN(CCN2CCOCC2)CC1,i,1.4
CC1(C(=O)NS(=O)(=O)c2cccc(OC(F)F)c2)CCN1C(=O)c1ccccc1CCc1ccccc1 (stereo unspecified),i,0.8
Cc1c(C(=O)NCc2cccc([N+](=O)[O-])c2)sc(=O)n1Cc1ccccc1F,i,1.8
COc1ccc(-c2nc3ccc(Br)cn3c2Cc2cccc(F)c2)cc1OC,i,0.5
COc1ccc(-c2ccc(C(=O)NCC(C)C)c3occc23)c(C)c1,i,0.8
CC(C)Oc1cc(F)ccc1-c1cc(C(=O)Nc2ccc(C(C)C)cc2)[nH]n1,i,2.4
COc1ccc(C#Cc2ccc3c(c2)O[C@H](CN(C)S(=O)(=O)c2ccccc2F)[C@H](C)CN([C@H](C)CO)S3(=O)=O)cc1,i,0.5
CCOc1ccccc1-c1cc(NC)ncn1,i,0.4
O=S1(=O)C[C@H](N2CC[C@@H](O)C2)[C@@H](COCc2ccccc2)N1,i,1.5
O=C(CSc1nc2ccccc2c(=O)n1-c1ccc(F)c(Cl)c1)Nc1ccc2c(c1)CCC2,i,0.9
# Following part
SMILES,Myeloid diff MLP,Myeloid diff MLP GFP+ MAC1+ %
COc1cc(Nc2ccn3nccc3n2)cc(OC)c1OC,i,1.6
CC(=O)Nc1ccc(OCCCN2CCC(C(O)(c3ccccc3)c3ccccc3)CC2)cc1,i,0.9
CC(C)NC(=O)C1C(c2ccccc2)=Nc2ccccc2N1C(=O)c1cc(Cl)cc(Cl)c1 (stereo unspecified),i,3.0
COc1ccc(Cc2c(-c3ccc(F)cc3)nc3cc(C)c(Br)c(C)n23)c(C)c1,i,0.0
C=Cc1ccc(CC2(C)C(=O)Nc3c(Cl)cccc32)cc1 (stereo unspecified),i,1.0
CC1(Oc2cccc(F)c2)CCN(Cc2ccc(-c3ccccn3)cc2)C1 (stereo unspecified),i,0.5
O=C(O)Cc1cccc2c(=O)cc(-c3ccccc3)oc12,i,1.2
CCOC(=O)C1=CCN(S(=O)(=O)c2ccccc2Br)C1c1ccccc1 (stereo unspecified),i,1.1
O=C(/C=C/[C@H]1O[C@@H](n2cnc3c(NC(=O)c4ccccc4)ncnc32)[C@H](O)[C@@H]1O)NCc1cccc2ccccc12,i,0.3
Cc1cnc(C(=O)N(CCCn2ccnc2)C2C(=O)Nc3ccccc3N=C2c2ccccc2)cn1 (stereo unspecified),i,1.0
Cc1ccc(Cc2nc3ccccc3n2C(CCc2ccccc2)c2nc3ccccc3[nH]2)cc1 (stereo unspecified),i,2.7
CCNC(=O)C1(C)CCN(C(=O)c2ccc(OC)cc2)C1 (stereo unspecified),i,0.3
Cc1ccc2nc(-c3cccc(Br)c3)c(Cc3cccc(Cl)c3)n2c1,i,0.7
CC1(C(=O)NCCC#N)CCN1C(=O)CC(c1ccccc1)c1ccccc1 (stereo unspecified),i,1.2
